# hIAP activ: increases human intestinal alkaline phosphatase activity; purified human IAP, CDP-Star luminescence, 30 min; stronger effect = higher value; 1 = vehicle-only enzyme, 0 = enzyme-free background; activation factor at 10 µM; 330,000 compounds, 0.16% hits;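 active = activation factor of the enzyme at least 2-fold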; note: the source names both 10 and 20 µM as test concentration; values of inactives mirror those of a sister screen read the other way
# Target sequence (P09923 whole entry, looked up): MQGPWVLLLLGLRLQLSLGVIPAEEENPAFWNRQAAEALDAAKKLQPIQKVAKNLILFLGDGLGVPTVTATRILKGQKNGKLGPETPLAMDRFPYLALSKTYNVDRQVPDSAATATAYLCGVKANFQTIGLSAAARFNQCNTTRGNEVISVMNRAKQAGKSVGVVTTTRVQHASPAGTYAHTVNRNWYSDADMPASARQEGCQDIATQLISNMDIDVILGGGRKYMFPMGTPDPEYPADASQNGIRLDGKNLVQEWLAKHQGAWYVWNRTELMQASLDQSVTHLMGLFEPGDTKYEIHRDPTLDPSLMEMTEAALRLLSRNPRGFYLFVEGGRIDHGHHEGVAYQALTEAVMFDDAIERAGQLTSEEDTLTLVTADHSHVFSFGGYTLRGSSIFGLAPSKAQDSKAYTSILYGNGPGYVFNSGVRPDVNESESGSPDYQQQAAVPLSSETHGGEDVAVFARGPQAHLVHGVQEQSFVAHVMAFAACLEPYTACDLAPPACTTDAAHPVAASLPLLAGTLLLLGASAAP
# SENP1 inh: blocks the human SENP1 SUMO protease catalytic domain; Q9P0U3; inhibition, % at 10 µM; 360,000 compounds, 0.21% hits; recombinant SENP1 catalytic domain, CyPet-SUMO1-YPet FRET cleavage;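 active = inhibition at least 30% at 10 µM, raw YFP signal under a set limit, fluorescence ratio 0.5 to 1.5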;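 note: 0% = enzyme with DMSO and 100% = no enzyme wells; some results filed as inactive read as strong as hits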
#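 material = recombinant human SENP1 catalytic domain, His6-tagged | quantity = 20 pM enzyme | reagent = 25 nM SUMO1 FRET substrate | compound dosing = 10 µM single point, 0.5% DMSO | timing = 50 min enzyme reaction, room temperature, light-protected | detection = FRET, CFP and YFP emission | control set = no-enzyme low, enzyme-DMSO high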
# SENP8 block: SENP8 (human) protease inhibition. recombinant SENP8, Nedd8 substrate fluorescence. inhibition, % at 20 µM. 360,000 compounds, 0.64% hits; in the data active = inhibition mostly above about 40%, no sharp cut-off; inactive = mostly below about 27%
# NR3A LBD binder: modulators (binders) of human NR3A ligand-binding domain; NR3A LBD differential scanning fluorimetry, Tm shift; 0% = protein alone, 100% = glycine-bound protein; 340,000 compounds, 2.5% hits; Tm shift relative to glycine control, % at 25 µM;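 active = melting temperature shift of at least 10% of the positive control shift, at one fixed dose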
# MPTP block: blocks calcium-induced mitochondrial swelling. isolated mouse mitochondria, Ca2+ swelling absorbance, 30 min. inhibition, % at 10 µM. 360,000 compounds, 1.4% hits. AID 602449;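 active = inhibition of 50% or more, scaled per plate between neutral and stimulator controls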;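 note: 0% = DMSO wells given calcium and 100% = 1 mM EGTA wells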
# SENP6 block: SENP6 protease inhibition | Recombinant SENP6 catalytic domain, aminoluciferin luminescence | inhibition, % at 10 µM | 330,000 compounds, 1.8% hits | AID 2599;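 active = inhibition above about 50% at the single tested dose, limit read from the data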;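 note: plate controls were DMSO wells with enzyme for no effect and DMSO wells lacking enzyme for full effect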
# Target sequence (Q9GZR1 628-1112 limits assumed): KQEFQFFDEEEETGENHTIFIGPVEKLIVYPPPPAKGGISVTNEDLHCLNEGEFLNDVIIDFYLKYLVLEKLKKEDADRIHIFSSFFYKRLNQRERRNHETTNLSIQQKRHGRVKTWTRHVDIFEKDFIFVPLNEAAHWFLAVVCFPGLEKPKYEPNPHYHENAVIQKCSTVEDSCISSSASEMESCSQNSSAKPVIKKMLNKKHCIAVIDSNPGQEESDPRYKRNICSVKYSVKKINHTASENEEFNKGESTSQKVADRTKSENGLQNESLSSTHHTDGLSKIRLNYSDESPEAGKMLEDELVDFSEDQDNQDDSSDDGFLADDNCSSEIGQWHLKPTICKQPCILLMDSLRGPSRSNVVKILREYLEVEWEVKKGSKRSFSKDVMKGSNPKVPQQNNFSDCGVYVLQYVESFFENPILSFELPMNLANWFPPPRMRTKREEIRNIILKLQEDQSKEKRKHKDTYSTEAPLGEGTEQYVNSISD
# PfG6PD inh: PfG6PD (Plasmodium falciparum) enzyme inhibition | inhibition, % at 20 µM | PfGluPho enzyme, NADPH resazurin-diaphorase fluorescence | 350,000 compounds, 0.78% hits | AID 504690;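 active = inhibition reaching at least a set limit at 20 µM in the primary screen, cut at about 59% in these data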;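 note: 0% = DMSO wells with substrate and 100% = DMSO wells lacking glucose-6-phosphate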
# ATG4B inhibitor: inhibitors of human ATG4B cysteine protease; ATG4B cleavage of LC3-PLA2, NBD-HPC fluorescence, 1 h; inhibition, % at 8.33 µM; 340,000 compounds, 0.51% hits; AID 504462; in the data active = inhibition above about 40%
# Numbers without * were called inactive; . = no result given; & = joins results of further samples. The order is random, and some 6.7% of all compounds hit somewhere here.
hIAP activ,SENP1 inh,SENP8 block,NR3A LBD binder,MPTP block,SENP6 block,PfG6PD inh,ATG4B inhibitor,SMILES
1.1,0,32,-2,4.0,-19,-22,-6,COc1ccc(NC(=O)C2CC(c3cccc(Br)c3)=NO2)cc1OC (configuration not stated)
1,1,9,-1,-1.8,-14,-4,-9,Cc1csc(NC(=O)CSc2nnc(-c3ccco3)n2C)n1
1.1,3,18,0,-0.2,16,-2,-19,COC(=O)c1ccccc1Oc1c(F)c(F)nc(N2CCOCC2)c1F
.,0,11,.,-1.6,.,3,.,COc1ccc(-c2ccc(SCC(=O)NC3CCCC3)nn2)cc1
0.96,0,10,0,-1.3,-2,8,-1,O=C(CN1C(=O)NC2(CCCC2)C1=O)Nc1ccccc1N1CCCC1
0.96,-1,7,0,-0.5,-4,-12,-6,COc1cccc(CN(C)C(=O)CN2C(=O)NC3(CCCc4ccccc43)C2=O)c1 (configuration not stated)
1.1,1,2,-2,0.3,-26,-1,-11,Cc1cccc(-n2ncc3c2CCCC3NC(=O)c2ccc[n+]([O-])c2)c1C (configuration not stated)
1.1,1,4,0,-2.0,-13,-2,-22,Cc1c(OCC(=O)NCC2CCC(C(=O)O)CC2)ccc2c(-c3ccccc3)cc(=O)oc12 (configuration not stated)
1,1,23,4,-0.8,1,6,-20,COC(=O)c1ccc(NC(=O)C2CC(=O)N(c3ccc(C)cc3)C2)cc1 (configuration not stated)
0.83,13,2,1,-1.1,-17,17,0,C=C(C)C(=O)Nc1cccc(C2=NOC3(C2)C[C@@H](C(N)=O)N(C(=O)C(=C)C)C3)c1 (some centres not stated)
1.1,0,-10,-1,0.7,-12,0,-8,Cc1cc(C)c(N=Cc2c(O)c3ccccc3oc2=O)c(C)c1
0.96,1,17,0,-0.9,0,5,-4,CC(C)NCC(O)COc1ccc2c(c1)CCC2 (configuration not stated)
1.2,-1,-7,-2,0.7,-4,12,-3,Cc1ccc(S(=O)(=O)Nc2ccc3c(c2)n(C)c(=O)n3C)cc1
1,2,13,-1,-0.5,-1,-15,1,O=C(O)c1ccc(S(=O)(=O)N(Cc2ccccc2)C2CCCCC2)cc1
0.86,1,1,1,0.3,-12,-10,4,CCOC(=O)c1ccccc1NC(=O)C1CSC2(C)CCC(=O)N12 (configuration not stated)
1.1,0,-15,11*,8.9,-14,7,38,Cc1sc2ncnc(N(C)Cc3cccs3)c2c1C
0.84,-3,14,4,-0.2,-13,-3,-3,Cc1cc(C)c2c(CN3CCC(C)CC3)cc(=O)oc2c1
1.1,0,16,2,1.0,1,-1,-8,Cc1ccc(-c2csc(NC(=O)CSc3ncn(-c4ccccc4)n3)n2)cc1
1.1,0,-4,1,0.6,2,2,-3,COc1ccc(S(=O)(=O)NCCc2ccncc2)cc1
1.1,-8,10,0,1.0,0,2,-4,Cc1ccc(C(=O)Nc2ccc(C(=O)N/N=C/c3ccccn3)cc2)cc1
1,0,19,0,-1.1,-6,-5,-4,O=C(O)C(Cc1ccccc1)N1Cc2ccccc2C1=O (configuration not stated)
0.94,-1,6,-4,1.3,-26,1,7,CCC(c1nnnn1CS(=O)(=O)c1ccc(C)cc1)N1CCN(c2nc3ccccc3s2)CC1 (configuration not stated)
1,0,-51,-2,-1.1,21,-7,6,CCc1ccc(-c2cn3c(n2)SCC3)cc1
0.96,-2,4,1,-0.1,-13,-1,-7,O=C(c1cccnc1)N1CCN(CCCc2ccccc2)CC1
0.95,1,3,4,0.4,-7,0,-7,Cc1noc(C)c1COc1ccc(C(=O)N2CCN(S(=O)(=O)c3ccccc3)CC2)cc1
1.1,-3,-34,0,-0.7,-23,-6,14,Cc1nccn1CCCNC(=O)CC1C(=O)NCCN1Cc1ccc(Cl)c(F)c1 (configuration not stated)
0.89,1,7,-1,-0.1,5,3,2,CNCC(C)COc1ccccc1OCc1ccccc1 (configuration not stated)
1,-2,-88,0,-2.2,-16,-9,1,CCc1ccc2[nH]c(=O)c(CN(CCN(CC)CC)C(=O)NC3CCCCC3)cc2c1
0.88,-1,8,-1,-0.3,-16,-23,4,O=C(CSCc1c[nH]c(=O)[nH]c1=O)OCC(=O)c1ccc(Br)cc1
0.92,0,1,-2,-0.2,2,-10,3,CCOC(=O)Nc1ccc(S(=O)(=O)NCCCN2CCOCC2)cc1
0.96,-3,3,6,0.7,-28,8,-3,COc1cc(NC(=O)c2ccc(C)cc2C)ccc1NC(=O)c1cccs1
1.1,1,18,-3,1.4,-12,-12,-7,O=C(CN(c1ccc(F)cc1)S(=O)(=O)c1ccc2c(c1)OCCO2)NCc1cccnc1
1,1,28,-1,-1.6,8,-12,-9,CC1CCN(C(=O)Cn2c(=O)n(Cc3ccc4c(c3)OCO4)c(=O)c3ccccc32)CC1
1,-1,-19,2,2.6,-18,6,-8,CCN(Cc1ccccc1)c1ccc(/C=N/N2CCOCC2)cc1
1.2,0,-8,20*,-1.4,11,2,-6,COc1ccc(/C(C)=N\NC(=O)c2ccc(-c3ccccc3)cc2)c(F)c1
0.95,1,6,-2,-0.3,-4,-4,-19,CC(C)[C@H](NS(=O)(=O)c1ccccc1)C(=O)Nc1nccs1
.,-49,-227,.,0.0,.,5,.,COc1ccccc1NC(=O)COC(=O)c1ccc2c(=O)n3c(nc2c1)CCC3
0.9,-27,-284,-1,46,2,14,-13,COc1ccc(/C=N/Nc2cc(C)nc3ccc(OC)cc23)c(OC)c1
1.1,2,10,-9,41,-9,28,2,Cc1cc(C(=O)Nc2ccc3c(c2)CCC3)ccc1[N+](=O)[O-]
0.79,1,-53,1,-1.0,-8,15,-2,CCCc1cnc(N2CCN(C(=O)c3ccc(OC)cc3)CC2)nc1

# Five compounds picked at random from those above, as already listed:
hIAP activ,SENP1 inh,SENP8 block,NR3A LBD binder,MPTP block,SENP6 block,PfG6PD inh,ATG4B inhibitor,SMILES
1.1,2,10,-9,41,-9,28,2,Cc1cc(C(=O)Nc2ccc3c(c2)CCC3)ccc1[N+](=O)[O-]
0.96,-3,3,6,0.7,-28,8,-3,COc1cc(NC(=O)c2ccc(C)cc2C)ccc1NC(=O)c1cccs1
1.2,0,-8,20*,-1.4,11,2,-6,COc1ccc(/C(C)=N\NC(=O)c2ccc(-c3ccccc3)cc2)c(F)c1
0.96,-2,4,1,-0.1,-13,-1,-7,O=C(c1cccnc1)N1CCN(CCCc2ccccc2)CC1
0.95,1,3,4,0.4,-7,0,-7,Cc1noc(C)c1COc1ccc(C(=O)N2CCN(S(=O)(=O)c3ccccc3)CC2)cc1

# Going on with the list.
hIAP activ,SENP1 inh,SENP8 block,NR3A LBD binder,MPTP block,SENP6 block,PfG6PD inh,ATG4B inhibitor,SMILES
0.88,-7,5,1,-1.2,28,18,21,Cc1ccsc1C(=O)OCC(=O)c1cc2ccccc2o1
0.96,1,2,-2,0.7,12,17,-12,CCN(C[C@H]1N[C@@](Cc2ccccc2)(C(=O)OC)[C@H]2C(=O)N(Cc3ccccc3)C(=O)[C@@H]12)C(=O)Nc1ccc(F)cc1
1.1,1,7,0,-0.2,4,3,-9,C=CCNC(=S)N/N=C(\C)c1cccc(NC(C)=O)c1
0.92,1,13,0,0.8,-15,-1,-6,CCOc1ccc(N(CC)C(=O)c2cn(CC)c(=O)c3cc(OC)c(OC)cc23)cc1
0.86,2,11,-1,-1.5,-4,-9,-7,CC(=O)N1c2ccc(S(=O)(=O)N3CCCC(C(=O)Nc4ccc(F)cc4)C3)cc2CC1C (configuration not stated)
1.1,2,-61,11*,6.8,0,24,22,COc1ccccc1NCC(O)Cn1c2ccccc2c2ccccc21 (configuration not stated)
1.1,-1,13,-2,2.5,-6,-5,-7,COc1ccccc1NS(=O)(=O)c1ccc2oc(SCC(C)=O)nc2c1
1.1,-4,-414,-2,4.6,-10,-42,7,CCCCCNc1nc2ccccc2nc1NS(=O)(=O)c1cccs1
0.8,5,4,1,1.2,-11,-9,-2,O=C(N/C(=C\c1ccco1)C(=O)N1CCOCC1)c1ccco1
0.9,2,6,-1,-1.6,-14,-17,9,COc1ccc(S(=O)(=O)NCC2CCCN(C(=O)c3sccc3C)C2)cc1 (configuration not stated)
1.1,3,13,1,-1.1,-11,8,-31,O=C(COC(=O)/C=C/c1ccc(S(=O)(=O)N2CCOCC2)cc1)NCc1ccc(Cl)cc1
1.1,0,9,-1,0.4,7,-9,-4,COc1ccc(CNC(=O)CN(Cc2ccc(Cl)cc2)S(C)(=O)=O)cc1
0.9,1&0,10&12,-1&0,-1.0&1.6,13,-2&5,1&-11,C/C(N)=C(/C#N)C(=O)COC(=O)CCSc1ccccc1
0.89,0,14,0,-1.2,-13,-8,-3,COc1cc(CNC(C)c2ccccc2)c(Br)cc1OCC(N)=O (configuration not stated)
1.2,1,5,-1,-1.1,14,26,4,CC(=O)CSc1nc2c(c(=O)[nH]c(=O)n2C)n1Cc1cccc(Br)c1
0.92,-1,32,-9,-2.9,1,-20,2,O=C(O)c1ccccc1NS(=O)(=O)c1cccc(N=Nc2c(O)[nH]c(=S)[nH]c2=O)c1
1.4,1,7,0,0.4,-2,-2,2,Cc1cc(N2CCN(c3ccccc3)CC2)nc(N)n1
0.96,-1,14,0,0.5,-10,1,-6,Cc1ccc2oc(C(=O)N(C)CCC(O)c3ccccc3)c(C)c2c1 (configuration not stated)
1,2,20,0,-1.2,2,11,-4,COC(=O)c1cc(C#N)c(Oc2ccc(OC)cc2)nc1C
0.98,2,4,-6,2.7,1,0,-8,CN(C)S(=O)(=O)N1CCN(CC(O)COc2ccc3cc(Br)ccc3c2)CC1 (configuration not stated)

# Entries listed above shown as hits in NR3A LBD binder:
hIAP activ,SENP1 inh,SENP8 block,NR3A LBD binder,MPTP block,SENP6 block,PfG6PD inh,ATG4B inhibitor,SMILES
1.1,0,-15,11*,8.9,-14,7,38,Cc1sc2ncnc(N(C)Cc3cccs3)c2c1C
1.2,0,-8,20*,-1.4,11,2,-6,COc1ccc(/C(C)=N\NC(=O)c2ccc(-c3ccccc3)cc2)c(F)c1
1.1,2,-61,11*,6.8,0,24,22,COc1ccccc1NCC(O)Cn1c2ccccc2c2ccccc21 (configuration not stated)

# (listing goes on)
hIAP activ,SENP1 inh,SENP8 block,NR3A LBD binder,MPTP block,SENP6 block,PfG6PD inh,ATG4B inhibitor,SMILES
0.83,2,-54,-2,-0.5,3,-5,3,CN(C)c1cccc(C(=O)N2CCCC(CCC(=O)NCc3ccccc3F)C2)c1 (configuration not stated)
1,0,18,0,3.2,-2,5,-8,CCCCC(SCC(=O)Nc1ccccc1)C(=O)O (configuration not stated)
0.95,-34,-108,-3,-0.7,14,1,32,O=c1[nH]cc(N=Cc2cc(Cl)cc(Cl)c2O)c(=O)[nH]1
1,1,28,0,-0.1,-14,10,-13,Cc1ccc(S(=O)(=O)N2CCOCC2)cc1NC(=O)c1cc(-c2ccccn2)nc2ccccc12
1,2,17,-8,15,10,-5,-14,O=C1S/C(=C/c2ccccc2F)C(=O)N1CCN=C1NS(=O)(=O)c2ccccc21
1,0,16,-2,-0.3,18,-18,8,Cc1nnc(NC(=O)CCS(=O)(=O)c2ccccc2)s1
1.1,1,-7,1,-1.4,-2,-6,-1,O=C(CSc1nnc(NC(=O)c2cc(Br)ccc2Cl)s1)NCC1CCCO1 (configuration not stated)
1,-43,-353,-4,-1.3,68*,24,-15,CC(=O)N1CCc2c(sc(NC(=O)C3CC3)c2-c2nc3ccccc3s2)C1
.,-2,3,-1,0.1,.,-6,2,N#Cc1ccc(N[C@@H]2CCN3C(=O)c4ccccc4[C@@H]3C[C@H]2O)cc1
0.99,-1,-136,0,-1.1,1,7,-9,CCN(C(=O)COC(=O)COc1ccc2c(C)cc(=O)oc2c1)C1CCS(=O)(=O)C1 (configuration not stated)
0.87,1,15,-2,3.1,-6,7,4,CC1(C)CC(=O)C(C(C2=C(O)CC(C)(C)CC2=O)c2ccc([N+](=O)[O-])cc2)C(=O)C1 (configuration not stated)
1.5,1,6,25*,3.5,21,20,6,Oc1ccc(Cl)cc1-c1cc(-c2ccccc2)n[nH]1
1.2,-1,5,-1,0.4,-1,-10,4,c1ccc(CCN2CCN=C2Nc2ccccc2)cc1
1,1,13,1,-0.5,-14,-5,-9,CSc1sc2ccccc2[n+]1CCCS(=O)(=O)[O-]

# Source: PubChem BioAssay
